# TRPC4 inh – inhibitors of mouse TRPC4 channel, primary screen, Fluo4 calcium, HEK293 TRPC4beta/mu-opioid cells | Short transient receptor potential channel 4 (Mus musculus), Q9QUQ5 | DAMGO-evoked Fluo4 calcium flux; active compounds read low | B-score at 10 µM | hit rate 0.39% among 300,000 | AID 2247, 2010;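 active = B-score over 3 SD under the library average, no early fluorescence shift, positive overall ratio signal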
#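 Assay system: HEK293 cells with stable TRPC4beta plus mu-opioid receptor expression. Dosing: single dose. Measured by: Fluo4 Ca2+ flux fluorescence. Also added: DAMGO in two steps, submaximal then maximal. Read-out: B score from integrated Fluo4 fluorescence ratio.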
# RGS4 act – RGS4 potentiators or activators, primary screen, cell-based, HEK293 M3R inducible RGS4, calcium flux. carbachol calcium flux Fluo4; active compounds read low. B-score at 10 µM. AID 463111, 2010. hit rate 0.92% among 310,000;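 active = B-score of the integrated calcium signal more than 4 SD below the library mean, with starting fluorescence not abnormally high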;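 note: negative B-score means reduced calcium response which marks RGS4 activation or potentiation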
#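 Assay system: HEK293 FlpIn-TREx cells, stable M3R, doxycycline-inducible RGS4 / Probe or stimulus: carbachol, ECmax concentration / Times: overnight RGS4 induction, 30 min dye load 37 °C, 20 min compound RT / Signal: kinetic calcium fluorescence imaging with Fluo4-AM dye, 2 µM / Measure: Agonist-evoked peak-minus-minimum fluorescence over baseline, integrated ratio, B score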
# SKKanGAS inh – S. pyogenes SKKanGAS growth inhibitors in kanamycin, primary screen, streptokinase expression inhibitor project, SKKanGAS strain, BacTiter-Glo luminescence; 6 h; inhibition, % at 7.5 µM; hit rate 1.3% among 300,000; AID 1662, 2009;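 active = mean replicate score, as percent of positive control median, at least 50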;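 note: strain carries kanamycin resistance gene driven by streptokinase promoter and grows in 40 µg/ml kanamycin; loss of luminescence reflects streptokinase promoter inhibition or plain growth inhibition; 0% = median of DMSO wells and 100% = positive control at its reference dose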
# TRPC6 inhibitor – mouse TRPC6 channel inhibitors, primary screen, cell-based, HEK293, membrane potential dye; Short transient receptor potential channel 6 (Mus musculus), Q61143; ACh-evoked depolarization; active compounds read low; B-score at 10 µM; hit rate 1.1% among 310,000; AID 2553, 2010;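 active = B-score under library mean minus 3 SD, initial fluorescence not abnormally high, positive integrated signal ratio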;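 note: B-score derived from integrated fluorescence ratio over the kinetic read; more negative B-score means stronger inhibition of depolarization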
# Target sequence (Q61143 whole entry, looked up): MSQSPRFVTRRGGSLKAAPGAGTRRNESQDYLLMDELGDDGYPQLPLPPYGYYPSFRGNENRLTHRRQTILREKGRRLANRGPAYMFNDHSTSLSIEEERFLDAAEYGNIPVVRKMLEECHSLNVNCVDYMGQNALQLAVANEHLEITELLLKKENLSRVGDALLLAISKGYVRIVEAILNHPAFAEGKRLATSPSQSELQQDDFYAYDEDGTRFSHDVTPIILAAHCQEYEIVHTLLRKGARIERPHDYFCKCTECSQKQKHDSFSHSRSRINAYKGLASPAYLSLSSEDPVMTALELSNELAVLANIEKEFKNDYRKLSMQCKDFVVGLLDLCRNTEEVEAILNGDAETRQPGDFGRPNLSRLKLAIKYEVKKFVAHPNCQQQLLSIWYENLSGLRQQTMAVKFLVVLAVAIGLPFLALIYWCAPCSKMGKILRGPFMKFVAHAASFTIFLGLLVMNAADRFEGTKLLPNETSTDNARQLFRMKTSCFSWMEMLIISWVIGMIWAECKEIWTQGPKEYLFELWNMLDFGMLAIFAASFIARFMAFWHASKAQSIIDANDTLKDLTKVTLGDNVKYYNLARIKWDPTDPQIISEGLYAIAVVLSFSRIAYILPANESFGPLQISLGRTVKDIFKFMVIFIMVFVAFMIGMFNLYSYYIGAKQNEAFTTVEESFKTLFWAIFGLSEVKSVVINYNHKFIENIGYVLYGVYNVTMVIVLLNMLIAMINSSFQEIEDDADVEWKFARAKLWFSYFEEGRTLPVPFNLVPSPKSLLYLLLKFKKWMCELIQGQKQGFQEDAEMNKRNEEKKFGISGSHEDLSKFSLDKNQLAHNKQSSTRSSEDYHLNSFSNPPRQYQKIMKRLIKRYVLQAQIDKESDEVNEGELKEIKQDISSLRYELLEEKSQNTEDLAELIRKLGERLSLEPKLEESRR
# MrgX1 allo act – positive allosteric modulators of MrgX1, primary screen, HEK293 cells, Fluo-4 calcium flux; Mas-related G-protein coupled receptor member X1 (Homo sapiens), Q96LB2; FDSS; active compounds read high; B-score at 10 µM; hit rate 0.63% among 310,000;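 active = plate-corrected calcium response at least 3 library SD above typical, normal starting fluorescence, not activating the receptor alone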;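 note: compound read alongside a low EC10 to EC30 dose of BAM8-22 agonist; peak minus trough fluorescence over baseline measured at the second addition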
# MrgX1 agonist – agonists of human MrgX1 receptor, primary screen, HEK293 cells, Fluo-4 calcium flux | Fluo-4 calcium fluorescence, agonist mode; active compounds read high | hit rate 0.44% among 310,000 | B-score at 10 µM | Mas-related G-protein coupled receptor member X1 (Homo sapiens), Q96LB2;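 active = calcium response B-score plate-corrected fluorescence ratio at least 3 library SD, with starting fluorescence B-score inside 5 SD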
#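 System: HEK293 cells stably expressing human MrgX1 receptor; Dosing: test compound in the initial addition of three; Schedule: overnight plating, then 30 min 37 °C plus 30 min room-temperature dye loading; Detection: kinetic calcium dye fluorescence, Fluo-4 NW; Controls: per-plate positive and negative controls for Z′ factor.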
# HIF activator – HIF pathway transcriptional activators, primary screen, cell-based, U2OS HRE-luciferase, luminescence. U2OS HRE-luciferase reporter; normalized: DMSO 0%, desferrioxamine 100%. hit rate 0.32% among 300,000. activation, % at 7.5 µM (by protocol);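 active = mean activation of at least 10% of the iron chelator positive control signal, with at least half of replicates also reaching 10%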
# RGS4 block – RGS4 inhibitors, primary screen, cell-based, HEK293 M3R inducible RGS4, calcium flux; Regulator of G-protein signaling 4 (Homo sapiens), P49798; Fluo-4 calcium flux; active compounds read high; triggered by carbachol at its EC20; B-score at 10 µM; hit rate 0.45% among 310,000;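 active = B-score, a plate-corrected calcium signal, over three deviations above library mean, with baseline fluorescence within five deviations of library mean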;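 note: RGS4 expression induced by doxycycline in cells with stable M3 receptor; B-score is computed from the integrated fluorescence ratio over baseline after carbachol; higher B-score means a larger calcium signal and so more RGS4 inhibition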
# Target sequence (P49798 whole entry, looked up): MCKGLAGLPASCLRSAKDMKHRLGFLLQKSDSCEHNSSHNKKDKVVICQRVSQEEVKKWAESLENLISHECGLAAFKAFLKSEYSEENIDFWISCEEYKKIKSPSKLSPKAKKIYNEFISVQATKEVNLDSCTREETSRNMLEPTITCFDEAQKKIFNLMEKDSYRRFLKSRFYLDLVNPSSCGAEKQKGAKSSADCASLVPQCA
# TRPC6 activator – mouse TRPC6 channel activators, primary screen, cell-based, HEK293, membrane potential dye. Short transient receptor potential channel 6 (Mus musculus), Q61143. HEK293-TRPC6 membrane potential dye fluorescence; active compounds read high. B-score at 10 µM. hit rate 0.13% among 310,000. AID 2550, 2010;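 active = B-score of the integrated fluorescence ratio above library mean plus 3 SD, and starting fluorescence ratio within library mean plus 5 SD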;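 note: higher score means more depolarization so channel activation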
# MrgX1 antagonist – antagonists of human MrgX1 receptor, primary screen, HEK293 cells, Fluo-4 calcium flux; AID 588676, 2011; hit rate 1.3% among 310,000; B-score at 10 µM; BAM8-22 antagonism; active compounds read low; Mas-related G-protein coupled receptor member X1 (Homo sapiens), Q96LB2;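 active = calcium-response B-score plate-corrected more than 3 library SD below zero, starting fluorescence within 5 deviations, no agonist response on first addition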;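 note: peak minus trough fluorescence over baseline after final BAM8-22 challenge near maximal dose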
# Platelet DG rel – inhibitors of platelet dense granule secretion, primary screen, cell-based, MLPCN, human platelets. human platelet-rich plasma, SFLLRN dense granule ATP release, luminescence. inhibition, %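 (compounds screened at 7.5 µM in platelet-rich plasma)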. hit rate 0.22% among 300,000. AID 1663, 2009;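 active = mean replicate score, as percent of positive control, at or above 50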
# The depositor's hits bear a star; i = inactive; . = no result given.
SMILES,TRPC4 inh,RGS4 act,SKKanGAS inh,TRPC6 inhibitor,MrgX1 allo act,MrgX1 agonist,HIF activator,RGS4 block,TRPC6 activator,MrgX1 antagonist,Platelet DG rel
Cc1cc(C)cc(-n2ncc3c2CCCC3NC(=O)CN2CCCCC2=O)c1 (centres undefined),i,i,-0.7,i,i,i,-0.3,i,i,-8.32*,-9.7
COc1cc(NC(=O)c2ccccn2)cc(OC)c1OC,i,i,-4.8,i,i,i,-0.5,i,i,i,3.1
COc1ccc(S(=O)(=O)N(CC(=O)NCc2ccco2)c2ccccc2)cc1,i,i,6.5,i,i,i,0.2,i,i,i,4.4
Cc1cccc(NC(=O)c2ccccc2C(=O)O)c1,i,i,8.8,i,i,i,0.3,i,i,i,-0.2
COc1ccc(CN2CCC(n3nccc3NC(=O)C3CCCC3)CC2)cc1,i,i,3.1,i,i,i,0.1,i,i,i,-2.8
O=C(N/N=C/c1cccc(O)c1)c1ccc(COc2ccccc2Br)cc1,i,i,63.2*,i,i,i,-0.1,i,i,i,-7.0
Cc1ccc(C(=O)c2sc3c(c2N)c(=O)[nH]c(=O)n3CCc2ccccc2)cc1,i,i,10.6,i,i,i,-0.4,i,i,i,12.4
CCC(=O)N1CCc2cc(S(=O)(=O)CCC(=O)NCc3cccs3)ccc21,i,i,11.6,i,i,i,-34.0,i,i,i,-2.9
CS(=O)(=O)c1ccc(Cl)c(NC(=O)COC(=O)c2cccc(S(=O)(=O)N3CCCCC3)c2)c1,i,i,-6.7,-5.69*,i,i,0.1,i,i,i,3.1
CCOc1ccccc1CNS(=O)(=O)c1ccc2c(c1)oc(=O)n2C,i,i,-4.7,i,i,i,-0.1,i,i,i,22.5
Cc1ccc(NC(=O)CC2=NC(=O)C(CC(=O)Nc3ccccc3C)S2)cc1 (centres undefined),i,i,-9.5,i,i,i,0.4,i,i,i,4.5
Cc1ccc(-c2nnc(Cc3ccc([N+](=O)[O-])cc3)o2)cc1,i,i,5.2,i,i,i,1.9,i,i,i,2.6
COc1ccccc1OC(=O)c1ccc2nsnc2c1,i,i,-13.9,i,i,i,0.1,i,i,i,-9.4
O=[N+]([O-])c1ccc2nc(-c3ccccc3)cc(-c3ccccc3)c2c1,i,i,2.3,i,i,i,2.6,i,i,i,12.0
O=c1c2ccccc2nc2n1C(CSc1ccc(Br)cc1)CN2 (centres undefined),i,i,-14.3,i,i,i,0.5,i,i,i,4.9
COc1ccccc1NC(=O)N1CCc2c([nH]c3ccccc23)C1C(F)(F)F (centres undefined),i,i,-7.9,i,i,i,-0.6,i,i,i,-3.1
COc1cc(CN2CCC(C(=O)NCC(C)(C)CN(C)C)CC2)ccc1OCc1ccccc1,i,i,-3.4,i,i,i,1.0,i,i,i,4.7
Cc1ccccc1C(=O)NC(=S)NCCN1CCOCC1,i,i,-17.4,i,i,i,-0.1,i,i,i,8.4
N#CCCN(C(=O)COC(=O)C1CCN(c2ccc(C(F)(F)F)cn2)CC1)c1ccc(F)cc1,i,i,-1.5,i,i,i,0.2,i,i,i,7.5
CCC(C)(C)C(=O)Nc1nnc(CCc2ccccc2)s1,i,i,-3.1,i,i,i,3.3,i,i,i,0.5

# The last 2 compounds of the part above open the next one:
SMILES,TRPC4 inh,RGS4 act,SKKanGAS inh,TRPC6 inhibitor,MrgX1 allo act,MrgX1 agonist,HIF activator,RGS4 block,TRPC6 activator,MrgX1 antagonist,Platelet DG rel
N#CCCN(C(=O)COC(=O)C1CCN(c2ccc(C(F)(F)F)cn2)CC1)c1ccc(F)cc1,i,i,-1.5,i,i,i,0.2,i,i,i,7.5
CCC(C)(C)C(=O)Nc1nnc(CCc2ccccc2)s1,i,i,-3.1,i,i,i,3.3,i,i,i,0.5
O=C(Nc1ccccc1)N1C2CCC1CC(O)(c1cccnc1)C2 (centres undefined),i,i,-0.5,i,i,i,0.0,i,i,i,-1.2
COc1ccc(C2=C(C#N)C(=O)OC2)cc1,i,i,4.4,i,i,i,-0.1,i,i,i,4.4
O=C(CN1CCN(C(=O)c2ccco2)CC1)Nc1ccc(F)cc1F,i,i,-0.3,i,i,i,0.8,i,i,i,-0.3
CCn1c2ccccc2c2cc(NC(=O)CSc3nnc(-c4ccc(OC)cc4)n3N)ccc21,i,i,7.3,i,i,i,-0.7,5.26*,i,i,-7.0
COc1ccc(C(=O)NN(C)c2nc(-c3ccccc3)nnc2C(F)(F)F)cc1,i,i,-5.1,i,i,i,0.0,i,i,i,-8.4
O=C(NCCS(=O)(=O)N1CCN(c2ccccc2F)CC1)c1c(F)cccc1F,i,i,9.2,i,i,i,-62.5,i,i,i,-10.9
COc1cc(NC(=O)c2ccc(-c3csc(C)n3)cc2)c(OC)cc1Cl,i,i,0.6,i,i,i,1.2,i,i,i,5.7
COc1cccc(CNC(=O)CCC2CCCN(Cc3ccc(OC(F)F)cc3)C2)c1 (centres undefined),i,-12*,1.2,i,i,i,0.2,i,i,i,-3.1
COc1cc(/C=N/Nc2nc3ccccc3o2)cc(OC)c1O,i,i,4.3,i,i,i,3.4,i,i,i,-0.4
CCOC(=O)C1CCN(Cc2cnc(Oc3ccc(C(C)(C)C)cc3)s2)CC1,i,i,5.9,-6.51*,i,i,0.2,i,11.8*,i,-0.8

# Fetched by compound from above, five records:
SMILES,TRPC4 inh,RGS4 act,SKKanGAS inh,TRPC6 inhibitor,MrgX1 allo act,MrgX1 agonist,HIF activator,RGS4 block,TRPC6 activator,MrgX1 antagonist,Platelet DG rel
O=C(Nc1ccccc1)N1C2CCC1CC(O)(c1cccnc1)C2 (centres undefined),i,i,-0.5,i,i,i,0.0,i,i,i,-1.2
COc1cccc(CNC(=O)CCC2CCCN(Cc3ccc(OC(F)F)cc3)C2)c1 (centres undefined),i,-12*,1.2,i,i,i,0.2,i,i,i,-3.1
COc1cc(/C=N/Nc2nc3ccccc3o2)cc(OC)c1O,i,i,4.3,i,i,i,3.4,i,i,i,-0.4
O=C(NCCS(=O)(=O)N1CCN(c2ccccc2F)CC1)c1c(F)cccc1F,i,i,9.2,i,i,i,-62.5,i,i,i,-10.9
COc1ccc(C2=C(C#N)C(=O)OC2)cc1,i,i,4.4,i,i,i,-0.1,i,i,i,4.4

# The listing continues.
SMILES,TRPC4 inh,RGS4 act,SKKanGAS inh,TRPC6 inhibitor,MrgX1 allo act,MrgX1 agonist,HIF activator,RGS4 block,TRPC6 activator,MrgX1 antagonist,Platelet DG rel
O=C(CCC(=O)N/N=C/c1cc(Cl)cc(Cl)c1O)NCc1ccccc1,i,i,5.7,i,i,i,0.7,i,i,i,-2.5
O=C1CC(C(=O)Nc2ccc(F)c(Cl)c2)N=C(N2CCCCC2)N1 (centres undefined),i,i,-1.5,i,i,i,0.0,i,i,i,-3.6
COc1ccc(C(=O)N=C2SC3CS(=O)(=O)CC3N2Cc2ccc(F)cc2)cc1 (centres undefined),i,i,5.3,i,i,i,-0.3,i,i,i,4.2
CC(OC(=O)C1COc2ccccc2O1)C(=O)N(C)c1ccccc1 (centres undefined),i,i,-2.2,i,i,i,0.1,i,i,i,5.4
CCCCNC(=O)CCn1nc(-c2ccc(C)cc2)c2ccccc2c1=O,i,i,-1.0,i,i,i,0.3,i,i,i,3.6
CCC1=NNc2cccc3c(OC)ccc1c23,i,i,36.4,i,i,i,1.1,i,i,i,1.2
COC(=O)c1nc(NC(=O)c2ccc(Cl)cc2)n[nH]1,i,i,-2.3,i,i,i,0.3,i,i,i,9.4
Cc1ccc(NC(=O)CN2C(=O)NC(Cc3ccccc3)C2=O)c(Br)c1 (centres undefined),i,i,-3.1,i,i,i,-0.4,i,i,i,-7.2
O=C(N1CCOCC1)C12CC3CC(C1)CC(C(=O)N1CCOCC1)(C3)C2,i,i,10.2,i,i,i,0.1,i,i,i,-4.5
C=CCSc1ncccc1C(=O)NCCc1ccc(Cl)cc1,i,i,0.4,i,i,i,-2.0,i,i,i,2.7
CCCCNC(=O)N1CCN(c2ccccc2OC)CC1,i,i,4.0,i,i,i,0.1,i,i,i,4.2
COc1ccccc1-c1coc2c(CN3C(C)CCCC3C)c(O)ccc2c1=O (centres undefined),i,i,24.7,i,i,i,-2.1,i,i,i,-0.2
Cc1[nH]n(-c2ccccc2)c(=O)c1C=NCc1ccco1,i,i,-0.2,i,i,i,1.3,i,i,i,-5.6
COc1ccc(S(=O)(=O)N(CC(=O)Nc2cccnc2)c2ccccc2OC)cc1,i,i,0.1,i,i,i,-0.1,i,i,i,3.7
CCc1ccc(OCC(=O)N2CCN=C2c2ccccc2)cc1,i,-8.56*,-3.9,i,i,i,-24.4,i,i,i,-2.8
CCN(CC)CCn1nc2c3c(cccc3c1=O)-c1ccccc1-2,i,i,.,-5.82*,i,i,29.2*,i,i,i,-0.9
Cc1ccc(C2NS(=O)(=O)N=C2N)cc1 (centres undefined),i,i,-6.0,i,i,i,0.4,i,i,i,1.8
O=C(COC(=O)CCC(=O)c1cccs1)Nc1ccc(Cl)cn1,i,i,-1.3,i,i,i,0.0,i,i,i,3.9
Cc1cc(C)cc(C(=O)NC(CC(N)=O)c2ccc(N3CCN(C)CC3)c([N+](=O)[O-])c2)c1 (centres undefined),i,i,1.1,i,i,i,-0.4,i,i,i,-4.9
Cc1ccc(C(=O)CSc2nnc(-c3ccccc3)o2)cc1,i,i,-11.6,i,i,i,.,i,i,i,-1.8
COc1ccccc1NC(=O)c1ccc2snnc2c1,i,i,-1.6,i,i,i,0.7,i,i,i,-0.4
COc1ccc(N2CCC(CNC(=O)Nc3ccc(OC)cc3OC)C2)cc1 (centres undefined),i,i,1.4,i,i,i,0.0,i,i,i,-0.1

# This is a random part of the collection. Share with any hit: about 6.1%.
